GLP1R ag = activates the human GLP-1 receptor. P43220. HEK293 GLP-1R CRE-luciferase, luminescence, 4-6 h; cells express a hypersensitive GLP-1R form. Potency, µM (doses to about 45.6 µM), for the others: at the top dose activation, actives largely listed as activators. 0.007% of 380,000 active. AID 624172; further: potency means the concentration at half of the fitted maximal effect; % of control where 0% means no effect
Target sequence (P43220 whole entry, looked up): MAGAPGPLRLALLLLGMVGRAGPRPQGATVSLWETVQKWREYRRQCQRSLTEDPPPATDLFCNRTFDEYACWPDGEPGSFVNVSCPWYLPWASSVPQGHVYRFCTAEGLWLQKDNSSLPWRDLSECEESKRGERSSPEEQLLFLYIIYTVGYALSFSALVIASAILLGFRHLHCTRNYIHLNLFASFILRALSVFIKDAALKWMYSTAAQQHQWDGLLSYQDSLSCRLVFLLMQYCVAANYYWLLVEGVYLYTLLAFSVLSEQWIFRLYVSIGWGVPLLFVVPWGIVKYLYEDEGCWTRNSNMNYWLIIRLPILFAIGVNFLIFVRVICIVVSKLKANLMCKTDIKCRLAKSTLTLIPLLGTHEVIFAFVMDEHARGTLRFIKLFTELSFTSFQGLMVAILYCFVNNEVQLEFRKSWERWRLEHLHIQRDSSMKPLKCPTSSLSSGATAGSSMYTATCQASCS
IL2 activator = activators of IL-2 | IL-2 activation reporter assay, cell-based qHTS; stimulated with anti-CD3/CD4/CD28 beads; in transgenic mouse T cells | activation, % (series mostly up to about 46 µM) | 0.065% of 360,000 active; in the data active means activation above about 50%; inconclusive means mostly about 30% to 49%; further: 0% is about no effect
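Quantitative HTS in unstimulated transgenic mouse T cells, with memory T cells as non-tolerant control and PMA/ionomycin as tolerance-bypass control. Compound pretreatment lasted 60 minutes before 18 h bead stimulation; EGFP/DsRed fluorescence read.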
PI5P4K alpha inh = inhibitors of human PI5P4K alpha | max response, % | AID 652105 | PI5P4Kalpha enzyme, ADP-Glo luminescence, 60 min; hits give low values | 1.2% of 330,000 active; active means max response of -50% or lower; inconclusive means between -30% and -50%; inactive means -30% or higher; further: value at the top dose of about 77 µM; on the % scale 0 is the no-effect control and ±100 the full control effect
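Single end-point luminescence (ADP-Glo) quantified ADP from PI5P4Kalpha turnover; ATP 5 microM final, 1 h at RT, 0.1% CHAPS and 0.28 mM EGTA in HEPES pH 7.4.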
PLK1 PBD block = inhibitors of human PLK1 polo-box domain binding; P53350; Plk1 PBD binding of FITC phosphopeptide, fluorescence polarization; Potency, µM, for the others: max response, negative = inhibition, usual class: inhibitors; 2.8% of 360,000 active; AID 720504; further: potency means the concentration at half of the fitted maximal effect; series mostly up to about 57 µM; on the % scale 0 is the no-effect control and ±100 the full control effect; nearly all actives have a fitted effect of over 65% in size
PTHR1 ag = PTHR1 (human) receptor agonism. AID 743266. Potency, µM (top dose mostly 115 µM), inactives show at the top dose activation, hits mostly activators. HEK293 GP2 PTHR1 cells, GloSensor cAMP luminescence, 1 h. Q03431. 0.075% of 410,000 active; further: potency means the concentration at half of the fitted maximal effect; nearly all actives have a fitted effect of over 55% in size; some results filed as inactive show a strong effect at the top dose; inactives centre near -15; many of its hits are not listed in these tables
Target sequence (Q03431 whole entry, looked up): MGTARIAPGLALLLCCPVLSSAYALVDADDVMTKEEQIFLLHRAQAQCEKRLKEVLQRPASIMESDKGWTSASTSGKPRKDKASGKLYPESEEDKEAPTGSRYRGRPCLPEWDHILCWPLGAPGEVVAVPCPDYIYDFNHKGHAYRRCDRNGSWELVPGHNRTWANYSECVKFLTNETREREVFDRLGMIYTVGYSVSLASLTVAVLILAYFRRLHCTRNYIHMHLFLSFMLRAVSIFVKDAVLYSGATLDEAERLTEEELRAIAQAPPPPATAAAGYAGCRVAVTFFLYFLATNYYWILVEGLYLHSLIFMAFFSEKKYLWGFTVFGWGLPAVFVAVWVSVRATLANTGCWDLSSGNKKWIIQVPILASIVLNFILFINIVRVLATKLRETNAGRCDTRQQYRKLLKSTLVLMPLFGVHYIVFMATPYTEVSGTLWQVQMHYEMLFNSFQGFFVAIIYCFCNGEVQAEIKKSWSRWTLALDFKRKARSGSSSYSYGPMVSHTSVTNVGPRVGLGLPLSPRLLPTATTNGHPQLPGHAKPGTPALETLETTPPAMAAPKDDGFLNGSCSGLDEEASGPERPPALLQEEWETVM
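HEK-293-derived GP2 cells expressing PTHR1 and a GloSensor cAMP reporter, 3,000/well, plated overnight, given luciferin plus IBMX (each 0.5 mM as added) for 1 h at 37 °C, then compound for 1 h at 37 °C. Luminescence was read after 15 min at room temperature.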
GLP-1R inv ag = inverse agonists of human GLP-1 receptor; HEK293 GLP-1R CRE-luciferase, luminescence, 24 h; GLP-1R form is constitutively active; 1.6% of 410,000 active; Potency, µM (top dose mostly 38.3 µM), for inactives: at the highest dose activity change, negative = inhibition, hits mostly inhibitors; further: potency means the concentration at half of the fitted maximal effect; on the % scale 0 is the no-effect control and ±100 the full control effect; nearly all actives have a fitted effect of over 55% in size
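Assay principle: reduced luminescence from a cAMP-responsive reporter in HEK293 cells co-expressing a constitutively active GLP-1R. Conditions: 24 hr compound incubation, 37 deg C, 5% CO2.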
EPAC1 agonist = agonists of human EPAC1. O95398. EPAC1 agonist qHTS, biochemical assay; response scale: 100% = response to 6.5 mM cAMP. Potency, µM (titrated, usually from 154 µM), inactives show top-dose activation, actives largely listed as activators. 0.073% of 360,000 active. AID 720707; further: potency means the concentration at half of the fitted maximal effect; nearly all actives have a fitted effect of over 60% in size
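Multi-concentration qHTS readout: loss of Rap1B-bound BODIPY-GDP fluorescence driven by 100 nM EPAC1 with excess GDP (50 uM), monitored kinetically at room temperature; agonist response expressed relative to 6.5 mM cAMP.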
EPAC1 antag = blocks human EPAC1 exchange factor; EPAC1 GEF assay, Rap1b-BODIPY-GDP exchange fluorescence; Potency, µM (doses to about 115 µM), for the others: at the highest dose activity change, negative = inhibition, usual class: inhibitors; 0.14% of 360,000 active;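 further: potency means the concentration at half of the fitted maximal effect; plate controls were vehicle for no effect and positive control for full effect; nearly all actives have a fitted effect of over 50% in size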
GLP1R cytotox = cytotoxic in the GLP-1 receptor inverse agonist counter-screen; HEK293 cAMP-luciferase reporter cells, luminescence, 24 h; Potency, µM (titrated, usually from 38.3 µM), inactives show at the highest dose activity change, negative = inhibition, hits mostly inhibitors; 0.13% of 410,000 active; AID 624418;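 further: loss of luciferase light is scored as toxicity; potency means the concentration at half of the fitted maximal effect; on the % scale 0 is the no-effect control and ±100 the full control effect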
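Cells in DMEM/10% Nu serum/1% pen-strep, 1536-well format. Pre-incubated 12 h, dosed with 23 nL compound, incubated a further 24 h. Luciferase detection, 12 min at room temp, luminescence.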
An asterisk follows results filed as active; i = inactive; ? = inconclusive; / = not tested or not shown; & = joins results of further samples; ! = not active in a repeat; [ ] = another dose, or the depositor's remark. Unless noted, the call rests on the fitted dose curve; in most records, active means well fitted curve in the direction sought with a large enough effect; inconclusive means small, poorly fitted or top-dose-only effect, or another doubt; inactive means no such curve, though single readings can be large; an effect the other way counts as inactive or inconclusive. These rows are one share of the data (hit frequency here may not be typical).

Every second line gives: GLP1R ag | IL2 activator | PI5P4K alpha inh | PLK1 PBD block | PTHR1 ag | GLP-1R inv ag | EPAC1 agonist | EPAC1 antag | GLP1R cytotox
> CC(=O)OC1CC(OC2C(O)CC(OC3C(O)CC(OC4CCC5(C)C(CCC6C5CCC5(C)C(C7=CC(=O)OC7)CCC65O)C4)OC3C)OC2C)OC(C)C1OC1OC(CO)C(O)C(O)C1O (stereo not given)
→ -27% | -6.8 | -8 | -12% | i | -69% | -7% | -10% | -34%
> CN1C(C(=O)Nc2cccc(O)c2)=CC(c2cccs2)=NS1(=O)=O
→ 5% | -1.5 | 3 | -2% | -34%&-68%[inhibitor] | -16%&-4% | -5% | 8% | ?
> Cc1ccc(-n2c(C)nc3ccccc3c2=O)c(C)c1
→ 13% | 0.2 | -1 | 4% | i | -22% | 11% | 14% | -1%
> COC(=O)c1sc2nc3c(cc2c1N)CCCC3
→ 7% | -3.5 | -2 | -7% | -26% | -12% | 0% | -12% | 46%[activator]
> Nc1ccnn1C1CCNCC1
→ 1% | -2.1 | / | -1% | 1% | 3% | -1% | 12% | 4%
> CCC(=O)N1CC(=O)Nc2ccc(F)cc2C1c1ccccc1 (stereo not given)
→ -2% | -0.9 | 0 | 1% | i | 5% | -14% | 11% | 4%
> CC(C)c1ccc(-n2c(O)c(/C=N/NC(=O)c3ccccc3O)c(=O)[nH]c2=S)cc1
→ 0% | -1.3 | -65* | ? | -10% | 8% | -7% | ? | 3%
> COC(=O)c1cncn1C(C)c1ccccc1 (stereo not given)
→ 9%&-2% | -3.8 | / | -6% | i | -1% | 8% | 18% | 7%
> COC(=O)C1=C(c2c(C)noc2C)C[C@@H]2CC[C@H]1N2C(=O)NCc1ccc(C(F)(F)F)cc1
→ -1% | 1.7 | 9 | 2% | -6% | 9% | -24% | 5% | -6%
> CCCCCCCCCCOC(=O)Cn1c(COc2ccccc2C)[n+](C)c2ccccc21
→ -2% | -4.0 | -1 | -21% | -16% | ? | -1% | ? | ?
> CCOC(=O)c1c(-c2ccccc2)oc2ccc(OC(=O)N(C)C)cc12
→ 20% | -2.0 | / | -1% | ? | ? | 12% | -14% | -3%
> CN(C)N=O
→ 5% | 1.1 | 0 | -14% | -1% | 9% | -13% | 6% | 6%
> Cc1cc(C)nc(/N=C(\N)c2c(O)[nH]c(=O)[nH]c2=O)n1
→ -7% | -0.4 | ? | 1% | i | 36%[activator] | 11% | -9% | 0%
> CN1CCN(c2ccc([N+](=O)[O-])c(NCC3CCCO3)c2)CC1 (stereo not given)
→ 9% | -0.5 | 1 | -6% | 8% | ? | 7% | 9% | ?
> C=CCc1cc(C=C2C(=O)N(C)C(=O)N(C)C2=O)cc(OCC)c1OCc1ccccc1
→ 6% | -2.3 | -55* | 7.5µM* | i | ? | / | -12% | -24%

Eleven successive records from above, for reference:
Every second line gives: GLP1R ag | IL2 activator | PI5P4K alpha inh | PLK1 PBD block | PTHR1 ag | GLP-1R inv ag | EPAC1 agonist | EPAC1 antag | GLP1R cytotox
> CC(=O)OC1CC(OC2C(O)CC(OC3C(O)CC(OC4CCC5(C)C(CCC6C5CCC5(C)C(C7=CC(=O)OC7)CCC65O)C4)OC3C)OC2C)OC(C)C1OC1OC(CO)C(O)C(O)C1O (stereo not given)
→ -27% | -6.8 | -8 | -12% | i | -69% | -7% | -10% | -34%
> CN1C(C(=O)Nc2cccc(O)c2)=CC(c2cccs2)=NS1(=O)=O
→ 5% | -1.5 | 3 | -2% | -34%&-68%[inhibitor] | -16%&-4% | -5% | 8% | ?
> Cc1ccc(-n2c(C)nc3ccccc3c2=O)c(C)c1
→ 13% | 0.2 | -1 | 4% | i | -22% | 11% | 14% | -1%
> COC(=O)c1sc2nc3c(cc2c1N)CCCC3
→ 7% | -3.5 | -2 | -7% | -26% | -12% | 0% | -12% | 46%[activator]
> Nc1ccnn1C1CCNCC1
→ 1% | -2.1 | / | -1% | 1% | 3% | -1% | 12% | 4%
> CCC(=O)N1CC(=O)Nc2ccc(F)cc2C1c1ccccc1 (stereo not given)
→ -2% | -0.9 | 0 | 1% | i | 5% | -14% | 11% | 4%
> CC(C)c1ccc(-n2c(O)c(/C=N/NC(=O)c3ccccc3O)c(=O)[nH]c2=S)cc1
→ 0% | -1.3 | -65* | ? | -10% | 8% | -7% | ? | 3%
> COC(=O)c1cncn1C(C)c1ccccc1 (stereo not given)
→ 9%&-2% | -3.8 | / | -6% | i | -1% | 8% | 18% | 7%
> COC(=O)C1=C(c2c(C)noc2C)C[C@@H]2CC[C@H]1N2C(=O)NCc1ccc(C(F)(F)F)cc1
→ -1% | 1.7 | 9 | 2% | -6% | 9% | -24% | 5% | -6%
> CCCCCCCCCCOC(=O)Cn1c(COc2ccccc2C)[n+](C)c2ccccc21
→ -2% | -4.0 | -1 | -21% | -16% | ? | -1% | ? | ?
> CCOC(=O)c1c(-c2ccccc2)oc2ccc(OC(=O)N(C)C)cc12
→ 20% | -2.0 | / | -1% | ? | ? | 12% | -14% | -3%

(next part)
Every second line gives: GLP1R ag | IL2 activator | PI5P4K alpha inh | PLK1 PBD block | PTHR1 ag | GLP-1R inv ag | EPAC1 agonist | EPAC1 antag | GLP1R cytotox
> COc1ccc2c(CN3CC=C(c4ccccc4)CC3)cc(=O)oc2c1
→ 0% | 0.3 | 6 | -9% | -32%[inhibitor] | 0% | -16% | -11% | 13%
> CCOC(=O)C1(CCc2ccccc2)CCN(Cc2cccc3c2OCO3)CC1
→ -11% | -3.7 | 3 | -7% | -82%[inhibitor] | ? | 15% | -5% | -21%
> CCC1(C)OC(c2ccccc2)=C/C(=C/C=C2C(=O)NC(=O)NC2=O)O1 (stereo not given)
→ 9% | 4.2 | -16 | 38%[activator] | -33%[inhibitor] | 6% | 5% | 2% | 163%[activator]
> O=c1[nH]c(=S)[nH]c(O)c1N=Nc1ccc(OC(F)F)cc1
→ -5% | 0.8 | ? | -4% | -35%[inhibitor] | -26% | 10% | -8% | -30%
> CC(C)N1CCOC(c2ccc(O)c(O)c2)C1 (stereo not given)
→ 14% | 0.0 | -6 | 2% | i | 41%[activator] | -16% | -1% | 4%
> Nc1ccc(C2(c3ccc(N)cc3)CN3CCC2CC3)cc1
→ 2% | 0.2 | -5 | -3% | i | 0% | 2% | 8% | 0%
> COP(=S)(OC)Oc1ccc(SC)c(C)c1
→ 0%&15% | -4.6 | 7 | -14% | -48% | 1% | 10% | -6% | 23%
> O=C(NNc1ccc(C(F)(F)F)cc1[N+](=O)[O-])c1ccc(NS(=O)(=O)c2ccc(F)cc2)cc1
→ -33%[inhibitor] | -3.1 | ? | -23% | -31%[inhibitor] | ? | -10% | -24% | ?
> C/C(=N\N1CCCCCC1)c1c(O)n(C2CCCCC2)c(=O)[nH]c1=O
→ 32% | -4.9 | -6 | -2% | -17% | ? | 7% | -4% | 3%
> Cc1ccc(CSCCNS(=O)(=O)c2ccc([N+](=O)[O-])cc2)cc1
→ -1% | -1.5 | 8 | 2% | -41%[inhibitor] | ? | 15% | -17% | 9%
> Nc1cccc(N=Cc2c(O)n(Cc3ccc(F)cc3)c(=O)[nH]c2=O)c1
→ 1% | 0.2 | -1 | -2% | -18%[57.5 µM] | -1% | -5% | 5% | 6%
> O=C1NC(=O)C(=Cc2ccc(N3CCOCC3)o2)C(=O)N1
→ -1% | 4.1 | 0 | 85%[activator] | -32%[inhibitor] | 24% | 27% | ? | ?
> CC(=O)OC(C)(C)/C=C/C(=O)C(C)(O)C1[C@H](O)C[C@@]2(C)C3CC=C4C(CC[C@@H](O)C4(C)C)[C@]3(CO)C(=O)C[C@]12C (stereo not given in full)
→ -3% | -3.0 | 1 | -2% | -26% | ? | -2% | -4% | -63%
> COc1ccc(-c2noc(CCC(=O)NCCCN3CCC(Cc4ccccc4)CC3)n2)cc1
→ 3% | 0.0 | 2 | -11% | -34% | ? | -1% | -9% | ?
> O=C1NC(=S)NC(=O)C1Nc1ccc(Cl)cc1
→ 4% | 0.1 | -29 | 3µM* | -2% | 7% | -6% | ? | -7%
> CCOP(=O)(OCC)C(Nc1cc(Cl)cc(Cl)c1)c1cccc(O)c1 (stereo not given)
→ 5% | 3.7 | 10 | -8% | -8% | ? | 6% | -14% | -2%
> CCN1CCN(Cc2ccc(NC(=O)c3cc(NC(=O)c4cc5cccc(OC)c5o4)cc(OC)c3)cc2C(F)(F)F)CC1
→ -15%&-9% | -4.8&-0.8 | -61*! | -11%&0% | -23%&14% | ? | 4%&-11% | ? | ?
> CC(=O)Nc1ccc(N(C(=O)Cn2nnc3ccccc32)C(C(=O)NC2CCCC2)c2ccc(O)c(O)c2)cc1 (stereo not given)
→ 10% | 0.0 | -2 | -16% | -8% | 18% | 6% | ? | 2%
> COC(=O)C1=C(C)n2nnnc2NC1c1ccc(Cl)cc1 (stereo not given)
→ -4% | 2.0 | 1 | -6% | 0%[57.5 µM] | ? | -1% | -19% | 2%
> CN1CCC2(CC1)c1ccccc1-c1ccccc12
→ -4% | 1.0 | 8 | -3% | -21% | 11µM* | 6% | -17% | ?
> COC(=O)C1C(O)CC2CCC1N2C (stereo not given)
→ 5% | 0.1 | 2 | -3% | -5% | 4% | -24% | -1% | 6%
> OC(CON=C1c2ccccc2-c2ccccc21)CN1CCNCC1 (stereo not given)
→ 8% | -1.4 | -1 | -8% | i | ? | 8% | 7% | ?
> COc1ccccc1-c1ccc2c(c1)C(C)(Cc1ccc(Cl)c(Cl)c1)C(=O)N2 (stereo not given)
→ 1% | -0.3 | 18 | -13% | -27% | ? | -1% | 8% | ?
> NCCc1c[nH]c2ccccc12
→ 9% | -0.5 | -19 | -11% | -4% | -6% | -10% | -4% | 0%
> COc1cc(Cn2c(N)c(C(=O)NCc3ccco3)c3nc4ccccc4nc32)cc(OC)c1OC
→ 4% | -2.6 | / | -19% | -17% | ? | 6% | -24% | 340%[activator]

Bioassay records: PubChem, National Center for Advancing Translational Sciences (NCATS)
